From PubChem BioAssay
TRPC4 block – inhibitors of mouse TRPC4 channel; B-score at 10 µM; HEK293 TRPC4beta/mu-opioid, DAMGO-evoked Fluo4 calcium flux; stronger effect = lower value; hit rate 0.39% among 300,000; Q9QUQ5; AID 2247;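 active = B-score over 3 SD under the library average, no early fluorescence shift, positive overall ratio signal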
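Assay system: HEK293 cells with stable TRPC4beta plus mu-opioid receptor expression. Dosing: single dose. Measured by: Fluo4 Ca2+ flux fluorescence. Also added: DAMGO in two steps, submaximal then maximal. Read-out: B score from integrated Fluo4 fluorescence ratio.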
RGS4 inh – human RGS4 inhibition. AID 463165. hit rate 0.45% among 310,000. HEK293 M3R/RGS4 inducible, Fluo-4 calcium flux; stronger effect = higher value; triggered by carbachol at its EC20. P49798. B-score at 10 µM;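 active = B-score, a plate-corrected calcium signal, over three deviations above library mean, with baseline fluorescence within five deviations of library mean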;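 note: RGS4 expression induced by doxycycline in cells with stable M3 receptor; B-score is computed from the integrated fluorescence ratio over baseline after carbachol; higher B-score means a larger calcium signal and so more RGS4 inhibition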
Target sequence (P49798 whole entry, looked up): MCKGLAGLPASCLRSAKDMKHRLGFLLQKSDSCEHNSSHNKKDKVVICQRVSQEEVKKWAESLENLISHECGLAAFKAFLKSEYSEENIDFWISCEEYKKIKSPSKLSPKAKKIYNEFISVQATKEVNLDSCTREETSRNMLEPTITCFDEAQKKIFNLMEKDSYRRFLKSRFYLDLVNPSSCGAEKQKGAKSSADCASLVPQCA
TRPC4 PAM – allosterically enhances the mouse TRPC4 cation channel; hit rate 0.42% among 310,000; AID 2227; HEK293 TRPC4beta/mu-opioid, DAMGO EC20, Fluo-4 Ca2+ flux; stronger effect = higher value; B-score at 10 µM;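 active = B-score of calcium response area above 5 SD of library B-scores, with initial fluorescence ratio within 5 SD of library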;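 note: B-score of integrated fluorescence ratio over time as area under calcium response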
MrgX1 agonist – human MrgX1 receptor agonism, primary screen | MrgX1-HEK293 cells, Fluo-4 calcium fluorescence, agonist mode; stronger effect = higher value | B-score at 10 µM | hit rate 0.44% among 310,000;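 active = calcium response B-score plate-corrected fluorescence ratio at least 3 library SD, with starting fluorescence B-score inside 5 SD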
Target sequence (Q96LB2 whole entry, looked up): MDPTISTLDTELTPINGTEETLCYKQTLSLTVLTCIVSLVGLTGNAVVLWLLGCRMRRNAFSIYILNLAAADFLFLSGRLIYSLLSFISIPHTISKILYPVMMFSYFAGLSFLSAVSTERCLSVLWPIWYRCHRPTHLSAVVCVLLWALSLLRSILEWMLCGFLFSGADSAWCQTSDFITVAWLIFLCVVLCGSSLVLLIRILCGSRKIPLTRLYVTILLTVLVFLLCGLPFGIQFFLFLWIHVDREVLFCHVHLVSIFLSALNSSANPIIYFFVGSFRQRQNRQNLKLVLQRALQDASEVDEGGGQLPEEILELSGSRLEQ
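Material: MrgX1-expressing HEK293 cells / Dosing: compound as first of three additions / Incubation: overnight seeding, then 1 h dark dye loading / Signal: Fluo-4 NW calcium fluorescence / Evaluation: B-scored fluorescence response ratio / Benchmarks: positive and negative control wells on each plate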
TRPC6 inhibitor – mouse TRPC6 channel inhibition; HEK293-TRPC6, membrane potential dye, ACh-evoked depolarization; stronger effect = lower value; Q61143; hit rate 1.1% among 310,000; B-score at 10 µM;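 active = B-score under library mean minus 3 SD, initial fluorescence not abnormally high, positive integrated signal ratio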;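 note: B-score derived from integrated fluorescence ratio over the kinetic read; more negative B-score means stronger inhibition of depolarization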
TRPC6 activator – mouse TRPC6 channel activation | B-score at 10 µM | Q61143 | HEK293-TRPC6 membrane potential dye fluorescence; stronger effect = higher value | hit rate 0.13% among 310,000;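 active = B-score of the integrated fluorescence ratio above library mean plus 3 SD, and starting fluorescence ratio within library mean plus 5 SD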;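 note: higher score means more depolarization so channel activation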
ANO1 activ – mouse TMEM16A channel activation, primary screen. Q8BHY3. HEK293 TMEM16A/YFP-H148Q/I152L, iodide quench fluorescence; stronger effect = lower value. B-score at 10 µM. hit rate 0.3% among 340,000;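 active = fluorescence-ratio B-score plate-corrected deviation score at least 3 library SD below zero, with starting fluorescence score within 5 deviations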;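 note: channel opened by trigger with iodide after compound preincubation; score built on the fluorescence ratio of max minus min over baseline; more negative score means more quench and so TMEM16A activation or potentiation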
MrgX1 allo act – allosterically activates human MrgX1 receptor signaling | Q96LB2 | MrgX1-HEK293, Fluo-4 calcium flux, FDSS; stronger effect = higher value | B-score at 10 µM | hit rate 0.63% among 310,000 | AID 588675;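 active = plate-corrected calcium response at least 3 library SD above typical, normal starting fluorescence, not activating the receptor alone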;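 note: compound read alongside a low EC10 to EC30 dose of BAM8-22 agonist; peak minus trough fluorescence over baseline measured at the second addition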
MrgX1 antag – antagonists of human MrgX1 receptor; MRGX1-HEK293 calcium flux, Fluo-4, BAM8-22 antagonism; stronger effect = lower value; hit rate 1.3% among 310,000; B-score at 10 µM;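 active = calcium-response B-score plate-corrected more than 3 library SD below zero, starting fluorescence within 5 deviations, no agonist response on first addition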;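 note: peak minus trough fluorescence over baseline after final BAM8-22 challenge near maximal dose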
ANO1 block – inhibitors of mouse TMEM16A calcium-activated chloride channel; HEK293 TMEM16A/YFP iodide influx fluorescence, ionomycin; hit rate 1.2% among 310,000; Q8BHY3; normalized B-score (activity score, 25-100; higher = stronger inhibition) at 10 µM;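 active = ratio plate-corrected score three or more library SD toward inhibition, starting fluorescence score within five deviations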;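 note: score derived from kinetic fluorescence span divided by baseline fluorescence per well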
TRPC4 agonist – activators of mouse TRPC4 channel. Q9QUQ5. HEK293 TRPC4beta/mu-opioid, Fluo4 calcium fluorescence; stronger effect = higher value. B-score at 10 µM. hit rate 0.49% among 310,000. AID 2237;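 active = B-score above 5 SD of library B-scores, and initial fluorescence ratio not above library mean plus 5 SD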;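 note: positive B-score marks a calcium rise read as TRPC4 activation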
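Material: TRPC4beta and mu-opioid receptor HEK293 stable cells | Incubation: 45 min room-temperature Fluo4 loading, 110 s read | Detection: Kinetic Fluo4 calcium fluorescence | Measure: Integrated baseline-normalised fluorescence ratio, converted to per-well B score | Benchmarks: Low control buffer alone, high control maximal DAMGO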
Numbers without * were called inactive; i = inactive; . = not tested or not shown.

SMILES	TRPC4 block	RGS4 inh	TRPC4 PAM	MrgX1 agonist	TRPC6 inhibitor	TRPC6 activator	ANO1 activ	MrgX1 allo act	MrgX1 antag	ANO1 block	TRPC4 agonist
CCOc1ccc(C(C(=O)NC2CCCC2)N(C(=O)CNC(=O)c2ccco2)c2cccnc2)cc1 (configuration not stated)	i	i	i	i	i	i	i	i	i	i	i
Cc1ccc(S(=O)(=O)NCC(C)NS(C)(=O)=O)cc1 (configuration not stated)	i	i	i	i	i	i	i	i	i	i	i
Cc1ccc(-c2noc(CN(C(=O)c3cccs3)C(C)C)n2)cc1	i	i	i	i	i	i	i	i	i	i	i
O=C(Cc1ccc(Br)cc1)NC1CCCc2ccccc21 (configuration not stated)	i	i	i	i	i	i	i	i	i	i	i
O=C(CN(Cc1ccco1)C(=O)Cn1nnc(-c2cccs2)n1)NCc1ccccc1	i	i	i	i	i	i	i	i	i	i	i
COc1ccccc1NS(=O)(=O)c1ccc(NC(=O)c2nc3ncccn3n2)cc1	i	i	i	.	i	i	i	.	.	.	i
COC(=O)CSc1nnc(Cc2ccccc2)n1-c1ccc(C)cc1	i	i	i	i	i	i	i	i	i	i	i
COc1ccc(-c2cc(C(=O)Nc3ccc(S(=O)(=O)Nc4ncccn4)cc3)c3ccccc3n2)cc1	i	i	i	i	i	i	i	i	i	i	i
CN(c1ccccc1)S(=O)(=O)c1ccc(C(=O)Nc2ccncc2)cc1	i	i	i	i	i	i	i	i	i	i	i
COc1cccc(/C=N/NC(=O)c2ccc3nc[nH]c3c2)c1O	i	i	i	i	i	i	i	i	i	i	i
COc1cccc(N2C(=O)C3C(C2=O)C3(c2ccccc2)c2ccccc2)c1 (configuration not stated)	i	i	i	i	i	i	i	i	i	i	i
CC(=O)Oc1ccccc1-c1nc(C)nc(N(C)C(C)=O)n1	i	i	i	i	i	i	i	i	i	i	i
Cc1cc(C)nc(/N=C(\N)Nc2ccc(-c3ccccc3)cc2)n1	i	i	i	74*	i	i	i	i	i	i	i
O=C(COc1cccc2cccnc12)N1CCc2ccccc2C1	i	i	i	i	-6.25*	i	i	i	i	i	i
COc1ccc(N2CCN(C(=O)CSc3nnc(CNc4ccccc4)o3)CC2)cc1	.	i	i	i	i	i	i	i	i	i	i
CC1=C(C(=O)N2CCOCC2)C(c2ccc(-c3ccccc3)cc2)NC(=S)N1 (configuration not stated)	i	i	i	i	i	i	i	i	i	i	i
Cc1cc(NC(=O)C2CCN(S(=O)(=O)c3cccs3)CC2)no1	i	i	i	i	i	i	i	i	i	i	i
NC(=O)C(c1ccc(Br)cc1)c1ccc(C(=O)c2ccccc2)cc1 (configuration not stated)	i	i	i	i	i	i	i	i	i	i	i
Cc1cc(C)n(C(=O)CSc2nc3ccccc3o2)n1	i	i	i	i	i	i	i	i	i	i	i
Cc1ccccc1NC(=S)N1CCC(NC(=O)c2ccco2)CC1	i	i	i	i	i	i	i	i	i	i	i
CC(=O)c1sc(Nc2nc3cc4c(cc3s2)OCO4)nc1C	i	i	i	.	i	i	i	.	.	.	i
COc1ccc(/C=N/Nc2nccnc2Cl)c(OC)c1	i	i	i	i	i	i	i	i	i	i	i
COc1ccc(NC(=O)Nc2nnc(C(C)C)s2)cc1	i	i	i	i	i	i	i	i	i	i	i
Clc1cccc(NCc2cn3cccnc3n2)c1	i	i	i	i	i	i	i	i	i	i	i
O=C(Cc1ccc(S(=O)(=O)N2CCOCC2)s1)NCC(=O)Nc1ccccc1Br	i	i	i	i	i	i	i	i	i	i	i
Cc1ccc(Cl)cc1NS(=O)(=O)c1ccc2oc(=O)ccc2c1	i	i	i	i	i	i	i	i	i	i	i
Cc1cnc(C(=O)Nc2ccc(F)cc2)cn1	i	i	i	i	i	i	i	i	i	i	i
COc1cccc(OC)c1C(=O)Nc1ccc(C(=O)c2ccncc2)cc1	i	i	i	i	i	i	i	i	i	i	i
Cc1ccc(S(=O)(=O)N2CCCCC2)cc1NC(=O)CNCc1ccco1	i	i	i	i	i	i	i	i	i	i	i
CC1(C)CC(=O)C(C=NCCC2=CCCCC2)=C(O)C1	i	i	i	i	i	i	i	i	i	i	i
Cc1nc(OCc2ccccc2)c2sc3nc4c(cc3c2n1)COC(C)(C)C4	i	i	i	.	i	i	i	.	.	.	i
CCOC(=O)c1c(NC(=O)c2cc(-c3ccc(Cl)s3)nc3ccccc23)sc(C(N)=O)c1C	i	i	i	i	i	i	i	i	i	i	i
O=C(OCc1cccc2ccccc12)C1CC(=O)N(c2ccccc2)C1 (configuration not stated)	i	i	i	i	i	i	i	i	i	i	i
O=C(O)c1cccc2c(-c3ccccc3)c(-c3ccccc3)[nH]c12	i	i	i	i	i	i	i	i	i	i	i
O=C(c1cccn2c(=O)c3cc(Br)ccc3nc12)N1CCN(c2ccccn2)CC1	.	.	.	i	.	.	i	i	i	i	.
CCN(CC)C(=O)c1sc(NC(=O)c2ccc3c(c2)OCO3)c(C(N)=O)c1C	i	i	i	i	i	i	i	i	i	i	i
O=C(Nc1c(C(=O)N2CCCCC2)cnn1-c1ccccc1)c1ccco1	i	i	i	i	i	i	i	i	i	i	i
CCN(CC)c1ccc(S(=O)(=O)N2CCOCC2)cc1NC(=O)CSc1n[nH]c(N)n1	i	i	i	i	i	i	i	i	i	i	i
CCCCC(c1nnnn1C(C)C)N1CCN(C(=O)c2ccco2)CC1 (configuration not stated)	i	i	i	i	i	i	i	i	i	i	i
O=C1CN(C(=S)NC(=O)c2ccc(-c3ccccc3)cc2)CCN1	i	i	i	i	i	i	i	i	i	i	i
CN1CCCC1CCNc1ccc2sc3ccccc3c(=O)c2c1 (configuration not stated)	i	i	i	49.9*	-6.27*	30.4*	i	i	i	i	75*
Cc1ccc(N(C)C(=O)N2CCN(S(=O)(=O)c3ccc(C)cc3)CC2)cc1	i	i	i	i	i	i	i	i	i	i	i
Cc1cc2c(cn1)C(CCC#N)(CCC#N)c1ccccc1-2	i	i	i	i	i	i	i	i	i	i	i
CC1(C)C=C(c2ccc(C=O)s2)CC(C)(C)N1C=O	i	i	i	i	i	i	i	i	i	i	i
O=C(COC(=O)c1cccs1)NCc1cccs1	i	i	i	i	i	i	i	i	i	i	i
Cc1cc(C)c(S(=O)(=O)N2CCOCC2)cc1C	i	i	i	i	i	i	i	i	i	i	i
Cc1ccc(S(=O)(=O)N(c2ccc(Br)cc2)C2C=CS(=O)(=O)C2)cc1 (configuration not stated)	i	i	i	i	i	i	i	i	i	i	i
COCCNC(=O)c1cccc(OC2CCN(Cc3ccc(Cl)c(F)c3)CC2)c1	i	i	i	i	i	i	i	i	i	i	i
COc1ccc(/C=N/NC(=S)Nc2c(C)n(C)n(-c3ccccc3)c2=O)cc1OC	i	i	i	i	i	i	i	i	i	i	i
O=C(NC1CCCC1)C(c1cccnc1)N(CCc1ccccc1)C(=O)c1ccco1 (configuration not stated)	i	i	i	i	i	i	i	i	i	i	i
CCN(CC)c1nc2c3c(nc4c(c3c1C#N)CC(=O)N4c1ccc(Cl)cc1)NC(C)=N2	i	i	i	i	i	i	i	i	i	i	i
COc1cc(C(=O)NCc2nc(C)cs2)ccc1OC1CCN(C(C)=O)CC1	i	i	i	i	i	i	i	i	i	i	i
N/C(=N\OC(=O)c1ccc(F)cc1)c1ccc(Br)cc1	i	i	i	i	i	i	i	i	i	i	i
N=c1ccn(CC(=O)c2ccc(-c3ccccc3)cc2)cc1	i	i	i	i	i	i	i	i	i	i	i
COc1ccc(-c2cc(CC3(C(=O)O)CCN(C(=O)OC(C)(C)C)CC3)on2)c(OC)c1	i	i	i	i	i	i	i	i	i	i	i
COC(=O)CN1C(=O)[C@H]2[C@@H](/C=C/c3ccccc3)N3C(=O)CN(Cc4ccccc4)C(=O)[C@@]3(C)[C@H]2C1=O	i	i	i	i	i	i	i	i	i	i	i
COc1ccc(CN(C)C(=S)Nc2ccc(OC(F)F)cc2)cc1	i	i	i	i	i	i	i	i	i	i	i
CC(C)c1ccc(C(O)Cc2nc3ccccc3n2C)cc1 (configuration not stated)	i	i	i	i	i	i	i	i	i	i	i
Cc1ccc(N(C=NC#N)CC(=O)N2CCN(c3ccccc3)CC2)cc1	i	i	i	i	i	i	i	i	i	i	i
COCCNC(=O)COc1ncnc2scc(-c3ccc(F)cc3)c12	i	i	i	i	i	i	i	i	i	i	i

New compounds follow
SMILES	TRPC4 block	RGS4 inh	TRPC4 PAM	MrgX1 agonist	TRPC6 inhibitor	TRPC6 activator	ANO1 activ	MrgX1 allo act	MrgX1 antag	ANO1 block	TRPC4 agonist
Cc1ccc(-c2csc3ncn(CC(=O)N4CCOCC4)c(=O)c23)cc1C	i	i	i	32.2*	i	i	i	i	i	i	i
O=C(CCNS(=O)(=O)c1ccc(Cl)cc1)OCC(=O)N1CCN(C(=O)c2ccco2)CC1	i	i	i	i	i	i	i	i	i	i	i
O=C(CCC(=O)c1ccc(-c2ccccc2)cc1)Nc1cccnc1	i	i	i	i	i	i	i	i	i	i	i
Cc1cc(NC(=O)COc2coc(CN3CCN(c4ccccc4F)CC3)cc2=O)no1	i	i	i	i	i	i	i	i	i	i	i
O=C(CCN1CCN(c2ccc(F)cc2)CC1)Nc1ccccc1F	i	i	i	i	i	i	i	i	i	i	i
Cc1ccccc1NC(=O)CCc1c(C)nn(-c2ccc(N3CCOCC3)nn2)c1C	i	i	i	i	i	i	i	i	i	i	i
COc1ccc(CNC(=O)c2nnn(-c3cccc(C(F)(F)F)c3)c2N)cc1	i	i	i	i	i	i	i	i	i	i	i
N#Cc1ccccc1COc1cccc2c1CCCC2O (configuration not stated)	i	i	i	i	i	i	i	i	i	i	i
Cc1cc2cc(C(c3nnnn3Cc3ccco3)N3CCc4ccccc4C3)c(=O)[nH]c2cc1C (configuration not stated)	i	i	i	i	i	i	i	i	i	i	i
Cc1ccccc1OCC(=O)Nc1ccc(C(N)=O)cc1	i	i	i	i	i	i	i	i	i	i	i

Rows are unselected. Share with any hit: about 5.8%.
